S-ASM inh – human S-ASM enzyme inhibition. actives 0.006% (n = 340,000). AID 504937. P17405. Potency, µM (highest dose often 57.5 µM), without a hit: at the top dose activity change, negative = inhibition, hits mostly inhibitors. placental ASM, HMU-PC fluorogenic substrate, 60 min; further: potency means the concentration at half of the fitted maximal effect
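qHTS format. ASM enzyme prepared from human placenta hydrolyses the fluorogenic substrate HMU-PC0 (9 uM final) over 60 min at 37 °C after a 10 min compound preincubation.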
A-T KAP1 phos – potential ataxia-telangiectasia treatments restoring KAP-1 phosphorylation. […] A-T fibroblasts, KAP-1 phosphorylation AlphaLISA; neocarzinostatin DNA damage 30 min before lysis. actives 0.19% (n = 320,000). Potency, µM (highest dose often 57.5 µM), without a hit: at the top dose activation, most hits filed as activators; further: potency means the concentration at half of the fitted maximal effect; % of control where 0% means no effect; nearly all actives have a fitted effect of over 45% in size
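ATM-like activity read as KAP-1 phosphorylation via AlphaLISA donor/acceptor antibody pairs after lysis and 6 hr at 25C. Cells were ATM-null patient fibroblasts ([…], hTERT), dosed 60 min, then exposed to the DSB inducer NCS for 30 min.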
Tb PFK block – T. brucei PFK enzyme inhibition | O15648 | T. brucei PFK, ADP-Glo luminescence | Potency, µM (series often up to 57.5 µM), for the others: at the top dose activity, negative = inhibition, usual class: inhibitors | actives 0.17% (n = 330,000);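 further: potency means the concentration at half of the fitted maximal effect; 0% = uninhibited 1x PFK enzyme wells and -100% = no-enzyme wells; nearly all actives have a fitted effect of over 60% in size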
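Compounds were pin-transferred as a titration series up to 57 uM into substrate buffer (0.5 mM F6P, 0.1 mM ATP, pH 8.0), then 1.25 nM PFK was added and reactions ran 45 min before ADP-Glo detection.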
Mito fusion act – mitochondrial division inhibition or fusion activation; Potency, µM (series often up to 46.1 µM), inactives show top-dose growth rescue (activation), hits mostly activators; AID 485298; actives 0.23% (n = 320,000); S. cerevisiae fusion-defective mutant growth rescue, CellTiterGlo 48 h;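 further: potency means the concentration at half of the fitted maximal effect; % of control where 0% means no effect; nearly all actives have a fitted effect of over 45% in size; temperature-sensitive fusion mutants such as fzo1-1 at 37 °C on non-fermentable ethanol glycerol medium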
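Luminescent cell viability in 1536-well qHTS format served as the measure of rescued growth in ts fusion-mutant S. cerevisiae cultured on non-fermentable YPEG for 48 hours at 37C.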
TSG101-PTAP inh – blocks PTAP/TSG101 interaction to inhibit HIV-1 budding | Q99816 | Fluorescence polarization, FITC-PTAP peptide / Tsg101 binding | Potency, µM (series often up to 115 µM), without a hit: at the top dose activity change, negative = inhibition, most hits filed as inhibitors | 340,000 tested, under 10 active; active means well fitted inhibition curve with a large enough effect in the main read-out, with a control signal flat, not every such curve was filed as active; inconclusive means small, poorly fitted or top-dose-only effect, or effect the other way, or a change in a side signal; inactive means no such curve, though single readings can be large or run the other way; further: potency means the concentration at half of the fitted maximal effect; % of control where 0% means no effect
Target sequence (Q99816 whole entry, looked up): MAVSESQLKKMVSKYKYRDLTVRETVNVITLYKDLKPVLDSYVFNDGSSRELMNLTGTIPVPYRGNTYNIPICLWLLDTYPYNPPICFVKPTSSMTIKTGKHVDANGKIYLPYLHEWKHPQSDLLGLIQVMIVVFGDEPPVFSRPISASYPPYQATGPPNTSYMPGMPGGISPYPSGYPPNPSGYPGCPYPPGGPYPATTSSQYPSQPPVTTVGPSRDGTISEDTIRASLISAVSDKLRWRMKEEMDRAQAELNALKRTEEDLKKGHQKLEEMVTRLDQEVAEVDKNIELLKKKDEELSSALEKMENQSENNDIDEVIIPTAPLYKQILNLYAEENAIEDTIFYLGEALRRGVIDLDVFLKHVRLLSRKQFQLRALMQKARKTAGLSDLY
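Fluorescence anisotropy tracks displacement of a FITC-tagged PTAP peptide (50 nM) from the Tsg101 binding domain (10 uM), following a 20 min room-temperature incubation at pH 7.5.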
ELG1 DNA repair – inhibitors of ELG1-dependent DNA repair in HEK293T cells; HEK293T ELG1-luciferase reporter, luminescence, 16 h; DNA damage induced by 5-fluorouridine; Potency, µM (top dose mostly 46.1 µM), for the others: at the highest dose activity change, negative = inhibition, actives largely listed as inhibitors; actives 2.3% (n = 330,000); AID 504467; further: potency means the concentration at half of the fitted maximal effect; on the % scale 0 is the no-effect control and ±100 the full control effect; nearly all actives have a fitted effect of over 55% in size
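5-Fluorouridine DNA damage + compound/DMSO, 2,000 cells/well, 16 h, 37 °C/5% CO2. ONE-Glo, 30 min RT, luminescence. Readout = decrease in reporter signal.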
TSHR antag – human thyrotropin receptor antagonism. P16473. TSHR-expressing cells, TSH-stimulated cAMP HTRF, 2 h; stronger effect = lower value. actives 0.2% (n = 330,000). activity change, negative = inhibition, % at 11.5 µM;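 active means activity change below a set negative limit, meaning inhibition stronger than a set level, cut at about -70% in these data; inconclusive means activity change between two set negative limits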; further: on the % scale 0 is the no-effect control and ±100 the full control effect
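Competitive HTRF cAMP read-out (cryptate anti-cAMP antibody, cAMP-d2; 30 min, room temperature) in freshly harvested TSHR cells. Compounds added before TSH at EC80 (4nM final), followed by 2 hours' incubation at 37 deg C.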
TCR act – activates T cell receptor signaling; AID 504894; Potency, µM (top dose mostly 9.22 µM), without a hit: at the highest dose activation of IL-2 secretion, hits mostly activators; 330,000 tested, under 10 active; primary human leukocytes, anti-CD3, IL-2 HTRF, 48 h; further: % of control where 0% means no effect
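TCR engagement came from a-CD3 beads alone, with compounds added to primary human leukocytes for 48 hr. Secreted IL-2 bridged europium cryptate- and d2-labelled anti-IL-2 antibodies, giving FRET emission at 665nm after 320nm excitation.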
Chronic BCR inh – blocks chronic active B-cell receptor signaling; ABC-DLBCL IkBa-CBG/CBR reporter, luminescence ratio, 4 h; Potency, µM (highest dose often 46.1 µM), inactives show top-dose ratio change, negative = lower green/red ratio, most hits filed as inhibitors; actives 0.05% (n = 340,000); active means well fitted inhibition curve with a large enough effect in the signal ratio, with a control signal flat, not every such curve was filed as active; inconclusive means small, poorly fitted or top-dose-only effect, or effect the other way, or a change in a side signal; the % refers to the signal ratio;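 further: potency means the concentration at half of the fitted maximal effect; plate controls were basal doxycycline-induced cells for no effect and cells given 10 µM MG132 for full effect; MG132 reads +100%, hits lower the ratio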
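TMD8 human ABC-DLBCL cells with doxycycline-inducible IκBα–green luciferase fusion and unfused red luciferase, in 0.5% FBS medium; compounds up to 46 uM, 4 h at 37C. Green/red luminescence ratio, filter-overlap corrected, fitted to concentration-response curves.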
Eya2 phos inh – inhibitors of human Eya2 phosphatase activity; actives 0.006% (n = 330,000); recombinant Eya2, OMFP fluorescence dephosphorylation (OMFP is methylfluorescein phosphate); O00167; Potency, µM (top dose mostly 76.9 µM), inactives show top-dose activity, negative = inhibition, hits mostly inhibitors; further: potency means the concentration at half of the fitted maximal effect; on the % scale 0 is the no-effect control and ±100 the full control effect
Target sequence (O00167 whole entry, looked up): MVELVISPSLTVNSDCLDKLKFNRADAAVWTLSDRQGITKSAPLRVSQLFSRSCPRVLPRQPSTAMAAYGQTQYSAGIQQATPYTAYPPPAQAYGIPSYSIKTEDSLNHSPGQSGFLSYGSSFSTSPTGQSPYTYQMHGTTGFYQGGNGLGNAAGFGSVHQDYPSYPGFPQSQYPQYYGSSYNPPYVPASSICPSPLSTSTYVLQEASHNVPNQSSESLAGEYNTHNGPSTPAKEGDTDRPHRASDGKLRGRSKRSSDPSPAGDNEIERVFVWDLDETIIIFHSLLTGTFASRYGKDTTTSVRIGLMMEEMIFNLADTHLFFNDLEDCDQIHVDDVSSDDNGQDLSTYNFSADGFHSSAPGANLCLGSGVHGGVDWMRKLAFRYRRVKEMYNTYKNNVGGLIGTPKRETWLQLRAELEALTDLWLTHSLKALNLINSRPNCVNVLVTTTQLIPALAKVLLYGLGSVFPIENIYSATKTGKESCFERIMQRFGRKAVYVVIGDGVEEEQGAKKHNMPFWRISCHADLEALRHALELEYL
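Eya2 protein (added as 0.2 uM solution) was preincubated with compound for 10 min at ambient temperature in 50 mM HEPES pH 7.5, 50 mM NaCl, 5 uM MgCl2, 0.05% BSA, 1 mM DTT. OMFP (added at 50 uM) then reacted 10 min; fluorescence read at 485/525 nm.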
a7 integrin act – activates integrin-mediated alleviation for muscular dystrophy; Potency, µM (top dose mostly 38.3 µM), inactives show at the top dose activation, usual class: activators; actives 0.064% (n = 350,000); alpha7betagal myoblasts, beta-gal FDG fluorescence, 48 h;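 further: potency means the concentration at half of the fitted maximal effect; 100% = response of the positive control SU9516; nearly all actives have a fitted effect of over 60% in size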
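alpha7betagal+/- myoblasts (passage 13, 250/well) treated 48 h at 37C with compounds at 1:260 dilution of DMSO stock. Lysed, then beta-galactosidase activity read as FDG fluorescence (ex 480/em 540) after 30 min, with pre-read for autofluorescence.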
Starred values were filed as active, the others as inactive; ? = inconclusive; · = not tested or not shown; [ ] = another dose, or the depositor's remark. Unless noted, the call rests on the fitted dose curve; in most records, active means well fitted curve in the direction sought with a large enough effect; inconclusive means small, poorly fitted or top-dose-only effect, or another doubt; inactive means no such curve, though single readings can be large; an effect the other way counts as inactive or inconclusive.

SMILES | S-ASM inh | A-T KAP1 phos | Tb PFK block | Mito fusion act | TSG101-PTAP inh | ELG1 DNA repair | TSHR antag | TCR act | Chronic BCR inh | Eya2 phos inh | a7 integrin act
CCCCc1nc2cc(C(=O)N3CCCCC3CCO)ccc2o1 (stereo not given) | 3% | 15% | -11% | 1% | 2% | ? | 10 | -3% | 0% | 8% | 2%
O=C(NC1CCCCC1)c1cc2ccccc2cc1O | 29% | 4% | 1% | 3% | 0% | 22% | -18 | 1% | -14% | 2% | -18%
COc1cc(C2CC(=O)NC3=C2C(=O)CC(C)(C)C3)cc(OC)c1O (stereo not given) | -2% | 0% | 0% | 0% | -1% | 3% | 5 | 15% | -9% | -9% | -3%
N#C/C(C(=O)N1CCCCC1)=C1/N=C(NC(=O)c2ccc(F)cc2)c2ccccc21 | 0% | 7% | 1% | -3% | -1% | 14% | 6 | 5% | -11% | 5% | 35%
Fc1ccccc1NC(=S)N1CCN(C/C=C/c2ccccc2)CC1 | 3% | -2% | 4% | -4% | -2% | -6% | 9 | -8%[46.1 µM] | -11% | -1% | -17%
CCn1ccc(C(=O)Nc2c(C)nn(Cc3c(F)c(F)c(F)c(F)c3F)c2C)n1 | -9% | 2% | -3% | -12% | 4% | -5% | 8 | 0%[46.1 µM] | -5% | 11% | -4%
Cc1ccccc1OCC(=O)OCC(=O)c1ccc(-c2ccccc2)cc1 | -5% | 0% | 11% | -5% | 0% | ? | 11 | 12%[46.1 µM] | ? | -3% | 0%
O=[N+]([O-])c1ccc(Oc2cccc(Br)c2)c2ccncc12 | -11% | 0% | 3% | 12% | 1% | ? | 0 | 3% | 1% | 7% | -40%
CC1CN(C(=O)c2ccc3c(c2)OCO3)CC(C)O1 (stereo not given) | -1% | · | -16% | 1% | 0% | ? | 3 | -6% | -15% | 5% | 0%
COc1ccc(-n2c(SCC(=O)N3CCC(C(=O)O)CC3)nc3ccccc3c2=O)cc1OC | 5% | -3% | 4% | 2% | 1% | 23% | 5 | 5% | -7% | 1% | 29%
Cc1cnn(-c2nc(-c3cccs3)cc(C(F)(F)F)n2)c1 | -2% | -1% | 5% | 7% | 0% | ? | -3 | 3% | ? | -27% | 12%
COc1ccc(N(CC(=O)N/N=C/c2ccccc2F)S(=O)(=O)c2ccccc2)cc1 | -7% | 7% | 9% | -5% | -6% | -23% | -9 | -4% | ? | -17% | 0%
Fc1cccc(Cn2cc(C(=S)N3CCOCC3)c3ccccc32)c1 | -4% | 1% | 5% | 10% | -8% | ? | -9 | -2% | ? | -9% | ?
CON(C)c1nc(Oc2ccc(=O)[nH]n2)nc(N(C)C)n1 | 5% | 11% | -16% | -4% | -6% | 6% | · | 6% | -5% | 12% | -15%
C=CCNc1nc(NCc2ccco2)nc(OCC)n1 | 2% | -7% | -2% | -3% | -3% | 12% | -1 | -2% | -9% | -10% | -5%
CCN1C(=O)C(=O)N(CC(=O)N2CCN(c3ccccc3)CC2)C1=O | 2% | 3% | -4% | -5% | -3% | 13% | -7 | 5% | 4% | -3% | 7%
O=C(NC(=S)NC1CCS(=O)(=O)C1)c1ccccc1Br (stereo not given) | 0% | 17% | 1% | 2% | -3% | -2% | 15 | 1% | 0% | -3% | 6%
O=C(CN(c1ccc(F)cc1)S(=O)(=O)c1ccccc1)Nc1ccccc1C(=O)O | 4% | -6% | -1% | 0% | -5% | -5% | 15 | -2% | 18% | -12% | -12%
COc1cccc(NC(=O)CN2CCc3ccccc3C2)c1 | 1% | 10% | -6% | -3% | -9% | ? | 3 | 6% | 1% | 6% | ?
CCC1CCCCN1CCCNC(=O)Cn1ncn2nc(-c3ccc(OC)cc3)cc2c1=O (stereo not given) | 0% | -2% | 1% | 2% | -7% | ? | 7 | 1% | 4% | 6% | -56%
CCCNC(=O)c1cccc(C(F)(F)F)c1 | 6% | -2% | 3% | -3% | -16% | 4% | 8 | 7% | ? | -23% | 30%
O=C(CN1C(=O)C2C3C=CC(C3)C2C1=O)NCc1ccccc1 (stereo not given) | -1% | 0% | 19% | 1% | -8% | 1% | 2 | -4% | 2% | 14% | -4%
COc1ccc(-c2cc(C(=O)N3CCCC3)c3ccccc3n2)cc1OC | 88%[activator] | -4% | 4% | -1% | -2% | ? | 3 | -10% | -7% | 8% | -47%[inhibitor]
O=C(CS(=O)(=O)c1ccc(C(F)(F)F)cn1)NNC(=O)c1ccccc1 | 3% | 6% | 3% | -2% | -4% | 18% | -5 | 3% | 4% | 18% | -12%
CCn1c2ccccc2c2cc(NC(=O)c3cccc([N+](=O)[O-])c3C)ccc21 | -4% | -3% | 2% | -1% | -2% | ? | 4 | 10%[46.1 µM] | 2% | -1% | -49%[inhibitor]
COC(=O)c1ccc(C2c3c(oc4ccccc4c3=O)C(=O)N2CCCN2CCOCC2)cc1 (stereo not given) | 2% | 18% | 1% | -1% | -3% | -5% | -2 | 8% | -2% | -11% | 21%
O=C(CCNS(=O)(=O)c1ccccc1)NCCSc1ccc(Br)cc1 | 0% | -1% | -1% | -9% | -4% | 1% | -16 | 7% | -6% | -13% | -16%
COc1ccc(C(=O)Nc2ccc(N3CCOCC3)cc2)cc1S(=O)(=O)N1CCOCC1 | 1% | 1% | -3% | -4% | -4% | 6% | 6 | 3% | 1% | 24% | -9%
COCCNC(=O)CSCc1cc(C)cc(C)c1 | -1% | 2% | 1% | -4% | 0% | 12% | -1 | -13% | -4% | 6% | 2%
CC1(C)Cc2c(ccc3ccccc23)C(=O)N1 | -2% | 1% | -6% | -1% | -3% | ? | -12 | -2% | -13% | -18% | ?
CC(C)CNc1ncnc2c1sc1nc(N3CCOCC3)c3c(c12)CC(C)(C)OC3 | 0% | 4% | 0% | 6% | 1% | ? | -6 | 4% | 2% | -3% | -22%
Cc1ncc(N=Nc2ccccc2Cl)c(-c2ccccc2)n1 | -8% | -3% | 1% | 5% | 0% | 19% | -3 | 5% | 17% | 7% | 25%
Cn1c(SCC(=O)N2CCCCC2)nnc1-c1ccc(S(=O)(=O)N2CCOCC2)cc1 | 0% | -1% | 18% | -3% | -1% | 10% | 1 | 8% | 4% | 24% | 14%[7.66 µM]
CCOC(=O)c1sc(NC(=O)C2CC2)cc1C | 0% | 3% | 1% | 21% | -3% | 8% | -7 | 9%[46.1 µM] | -11% | -20% | -3%
COc1cc(C(=O)NNC(=O)c2cc(S(=O)(=O)N(C)C)ccc2N2CCCC2)cc(OC)c1OC | 3% | 4% | -9% | -6% | -7% | ? | 4 | -4% | -3% | 2% | -30%
Cc1c(Cl)cccc1NC(=O)CSCC(N)=O | 1% | -1% | -9% | 3% | -4% | -3% | 2 | -2% | -4% | 18% | 6%
Cc1ccn(C(=O)c2ccc(NC(=O)C3CCCCC3)cc2)n1 | -9% | 7% | -3% | 0% | -4% | 16% | -4 | -17% | 1% | 16% | 19%
C=CCn1c(C)c(C(=O)OCC)c2cc(O)c3ccccc3c21 | 15% | -8% | -6% | -4% | 1% | -16% | -4 | -4% | 0% | -2% | 0%
COc1ccc(/C=C2\SC(=S)N(CCCC(=O)N3CCN(C)CC3)C2=O)cc1 | ? | -5% | 0% | 12% | 2% | 3% | 7 | 3% | ? | -4% | -48%
CCCCN(CC)CCNC(=O)c1cc2c(-c3ccc(Cl)cc3)nn(C)c2s1 | -15% | 6% | 0% | -25% | -2% | ? | 8 | -7% | -2% | -6% | -64%[inhibitor]
COCCNCC(O)CON=C1c2ccccc2-c2ccccc21 (stereo not given) | -2% | 2% | -3% | -6% | 0% | -2% | 0 | -2% | 2% | -7% | -2%

Compound activity deposited in PubChem by National Center for Advancing Translational Sciences (NCATS).
